BaF3 parental = parental Ba/F3 viability inhibition as JAK2V617F counter-screen; CellTiter-Glo ATP luminescence; inhibition, % at 5.6 µM; 220,000 compounds, 1.1% hits;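 active = inhibition above a per-campaign cutoff, the mean inhibition of all tested compounds plus 3 SD, cut at about 27% in these data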;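 note: 0% = DMSO wells and 100% = JAK Inhibitor I control wells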
NPY-Y1 antag = antagonists of human neuropeptide Y receptor Y1; P25929; HEK293-CNG Y1 cells, membrane potential fluorescence; NPY at EC95, then isoproterenol; inhibition, % at 3.6 µM; 200,000 compounds, 1% hits; AID 1040;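 active = inhibition above the campaign mean inhibition of all tested compounds plus 3 SD, cut at about 20% in these data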;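 note: 0% = DMSO wells given NPY plus isoproterenol and 100% = isoproterenol alone without NPY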
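Assay system: HEK293 cells with Y1 receptor plus CNG channel | Probe or stimulus: NPY (25 nM), isoproterenol (1 µM), Ro 20-1724 (25 µM) | Timing: Compound incubation 1 h at room temperature, readout 45 min post-stimulation | Measured by: Membrane-potential fluorescent dye readout | Benchmarks: High control isoproterenol alone, low control NPY with isoproterenol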
Runt-CBFb FRET = inhibitors of human RUNX1 Runt domain binding to CBFb; Q01196+Q13951; Cerulean-Runt/Venus-CBFb FRET ratio 530/480, 1 h; inhibition, % at 20 µM; 220,000 compounds, 0.46% hits; AID 1496;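 active = inhibition over about 50% at 20 µM in the single-dose screen, limit read from the data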;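 note: 0% = DMSO wells and 100% = excess unlabeled CBFb competitor control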
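Measured by: fluorescence energy transfer, 422 nm excitation, 530/480 nm emission; test system: Cerulean-tagged RUNX1 Runt domain (FRET donor) fusion protein; buffer or medium: Tris pH 7.5 buffer with BSA; compound: one dose, 20 µM compound, 1% DMSO; times: two 1 h room-temperature incubations shielded from light; benchmarks: unlabeled CBFb 5 µM, positive control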
S1P4 antag = human S1P4 receptor antagonism | O95977 | S1P4-expressing cells, antagonist mode, reporter read-out | inhibition, % at 4.98 µM | 220,000 compounds, 0.26% hits; in the data active = inhibition above about 29%;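 note: 0% = wells stimulated with agonist and 100% = vehicle wells without agonist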
Target sequence (O95977 whole entry, looked up): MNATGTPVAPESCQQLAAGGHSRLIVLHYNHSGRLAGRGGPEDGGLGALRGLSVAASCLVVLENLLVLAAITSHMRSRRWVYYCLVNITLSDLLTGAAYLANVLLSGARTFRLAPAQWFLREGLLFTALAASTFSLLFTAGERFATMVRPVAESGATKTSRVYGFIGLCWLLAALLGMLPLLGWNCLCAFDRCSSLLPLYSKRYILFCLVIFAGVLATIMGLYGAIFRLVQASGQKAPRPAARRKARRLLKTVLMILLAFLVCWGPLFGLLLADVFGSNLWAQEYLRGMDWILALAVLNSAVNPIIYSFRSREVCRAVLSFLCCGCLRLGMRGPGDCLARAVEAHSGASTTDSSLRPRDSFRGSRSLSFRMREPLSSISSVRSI
Ba/F3 V617F tox = loss of viability in JAK2V617F-driven Ba/F3 cells; Ba/F3 EpoR-JAK2V617F viability, ATP luminescence; 220,000 compounds, 1.1% hits; inhibition, % at 5.6 µM;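 active = inhibition above the campaign mean plus 3 SD over all tested compounds, cut at about 24% in these data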;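 note: cytokine-independent growth of Ba/F3 cells driven by EpoR plus mutant JAK2; 0% = DMSO-treated cells and 100% = JAK inhibitor I control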
NPY2 pot ag = potentiators or agonists of human neuropeptide Y receptor Y2; P49146; cells expressing NPY-Y2, potentiator/agonist read-out; activation, % at 3.6 µM; 220,000 compounds, 0.45% hits; AID 1359; in the data active = activation above about 27%;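 note: cells stimulated with NPY near EC25 plus isoproterenol at EC100; 0% = vehicle plus submaximal agonist and 100% = vehicle plus saturating agonist; some results beyond the cut were filed as inactive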
Target sequence (P49146 whole entry, looked up): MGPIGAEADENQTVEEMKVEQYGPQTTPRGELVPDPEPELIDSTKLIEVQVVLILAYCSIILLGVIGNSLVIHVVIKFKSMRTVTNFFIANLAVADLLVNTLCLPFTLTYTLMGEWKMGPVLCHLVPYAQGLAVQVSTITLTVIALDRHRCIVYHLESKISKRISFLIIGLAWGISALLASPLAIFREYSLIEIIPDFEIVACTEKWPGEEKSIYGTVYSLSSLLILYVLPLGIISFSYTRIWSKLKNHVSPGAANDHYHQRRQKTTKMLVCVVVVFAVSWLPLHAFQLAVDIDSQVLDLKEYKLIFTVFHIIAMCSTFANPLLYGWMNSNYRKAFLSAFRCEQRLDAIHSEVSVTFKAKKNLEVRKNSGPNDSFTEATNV
RBBP9 inhibitor = inhibitors of human serine hydrolase RBBP9 | recombinant RBBP9, FP-Rh probe fluorescence polarization | AID 1515 | inhibition, % at 7.94 µM | 220,000 compounds, 0.2% hits | O75884;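 active = inhibition above the campaign mean of all tested compounds plus 3 SD, cut at about 14% in these data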;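 note: plate controls were DMSO wells with RBBP9 for no effect and wells lacking RBBP9 protein for full effect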
Target sequence (O75884 whole entry, looked up): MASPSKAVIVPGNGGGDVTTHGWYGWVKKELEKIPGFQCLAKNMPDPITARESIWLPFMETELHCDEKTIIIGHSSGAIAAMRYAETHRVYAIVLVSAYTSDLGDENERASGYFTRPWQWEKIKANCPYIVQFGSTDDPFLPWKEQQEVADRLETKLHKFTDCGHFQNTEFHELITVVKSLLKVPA
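System: RBBP9 protein / Buffer or medium: Tris/NaCl buffer pH 8.0 with 0.1% Pluronic / Probe or stimulus: Serine-hydrolase probe FP-Rh, 375 nM pre-mixing / Dosing: 7.94 µM single dose, 0.794% DMSO / Times: enzyme-compound preincubation 30 min, then probe labeling 45 min, 25 °C / Technique: fluorescence polarization (mP), excitation 525 nm, emission 598 nm / Replication: singlicate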
NPY1 pot ag = potentiates or activates human NPY-Y1 receptor; P25929; NPY-Y1 expressing cells, potentiator/agonist activation; activation, % at 3.6 µM; 220,000 compounds, 0.37% hits; AID 1304; in the data active = activation above about 33%, passing the limit was not always enough;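 note: cells stimulated with NPY at EC10 then isoproterenol at EC100; 0% = low agonist plus stimulus and 100% = saturating agonist plus stimulus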
S1P4 agonist = activates the human S1P4 receptor. S1P4-expressing cell line, agonist reporter assay. AID 1509. activation, % at 4.98 µM. 220,000 compounds, 0.35% hits; in the data active = activation above about 11%;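 note: 0% = DMSO vehicle and 100% = reference agonist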
Starred values were filed as active, the others as inactive; nt = no result given.

Values run as follows: BaF3 parental	NPY-Y1 antag	Runt-CBFb FRET	S1P4 antag	Ba/F3 V617F tox	NPY2 pot ag	RBBP9 inhibitor	NPY1 pot ag	S1P4 agonist
- O=C(Nc1ccc(-c2nc3ccccc3o2)cc1)c1cc(-n2cnnc2)ccc1Cl
→ 14.7	-4.5	-8.0	-29.3	0.3	3.4	-15.2	-9.3	1.2
- Cc1ccc(C(c2nnnn2CS(=O)(=O)c2ccc(C)cc2)N2CCC(C)CC2)cc1 (configuration not stated)
→ -1.6	-2.2	-2.5	3.9	2.5	-6.6	-2.9	-9.9	0.6
- CC(=O)NC1CC2CCCC(C1)N2S(=O)(=O)c1cccc(F)c1 (configuration not stated)
→ 2.7	3.4	0.8	-11.6	0.3	5.4	-3.2	-11.4	6.0
- CN(C)CC(O)CN(c1ccccc1)c1ccccc1 (configuration not stated)
→ 2.7	nt	-0.2	-3.5	-1.1	-9.2	-4.3	10.9	0.3
- CC(=O)N1CCC(=O)Nc2ccc([N+](=O)[O-])cc21
→ 7.8	0.3	nt	7.4	0.7	-2.5	0.6	11.3	1.4
- O=[N+]([O-])c1cccc(/C=N/NS(=O)(=O)c2ccccc2)c1
→ 6.6	-0.8	2.6	-21.7	1.2	-4.9	3.7	10.6	1.3
- CCOC(=O)C(=O)Nc1ncc(Cl)s1
→ -0.9	nt	1.4	-16.0	-2.7	12.1	-9.3	6.8	0.5
- O=C(CCn1c(SCC(=O)c2ccccc2)nc2ccccc2c1=O)NCc1ccc(F)cc1
→ 9.2	0.2	-1.2	-9.0	0.9	-3.0	-1.0	13.1	0.3
- Cn1c(CSc2ncccn2)nnc1SCC(=O)N1CCCC1
→ 9.6	1.9	2.9	-8.4	2.2	-10.5	-8.5	-4.4	0.9
- COc1ccc(OC(=O)CCc2c[nH]c3ccccc23)cc1
→ 3.4	13.6	-0.7	-2.4	-0.1	-4.6	-0.7	-15.2	-0.7
- CCSc1nc2c(c(=O)n1Cc1ccccc1)SC(C)C2 (configuration not stated)
→ 6.1	2.2	-2.9	-11.8	2.5	-22.7	-2.0	-27.3	1.6
- Cc1cc(C)cc(OCC(=O)Nc2ccc3c(c2)OCO3)c1
→ 10.0	-1.6	-1.7	-4.2	2.8	-21.6	-1.8	9.4	0.1
- NS(=O)(=O)c1ccc(NC(=O)COC(=O)c2cnc(Cl)c(Cl)c2)cc1
→ 2.9	nt	2.1	4.6	-2.1	-14.3	1.5	9.3	-1.9
- O=C(COC(=O)Cc1c(Cl)cccc1Cl)Nc1ccc(OC(F)(F)F)cc1
→ 5.1	-0.8	-1.2	-21.1	-1.0	-10.3	-5.5	-22.0	1.1
- Nn1c(Cc2ccccc2F)nnc1SCC(=O)Nc1cccc(S(=O)(=O)NC2=NCCCCC2)c1
→ -3.1	3.8	2.2	-8.6	0.6	-1.8	-3.2	6.9	0.3
- CCOC(=O)c1cnc(SCc2ccc(C)cc2)nc1N
→ 1.9	8.1	-4.5	-5.8	-4.0	-20.7	-2.2	-55.0	0.2
- Cc1ccc(NCc2nnc(SCC(=O)NCc3ccco3)n2CC2CCCO2)c(C)c1 (configuration not stated)
→ 8.0	-3.3	-1.1	-6.2	-2.8	-2.2	-1.6	4.2	1.2
- Cc1ccc(NC(=O)CN2c3cccc4cccc(c34)S2(=O)=O)cc1S(=O)(=O)N1CCOCC1
→ 1.8	0.6	0.6	-4.6	-1.8	-4.3	-1.5	15.0	1.4
- CN(c1cnn(-c2ccccc2)c(=O)c1Cl)n1cccc1
→ 0.3	nt	2.7	1.7	2.9	1.1	-7.3	-7.5	0.7
- CC/C(=N\NC(=O)CNC(=O)/C=C/c1ccco1)c1ccccc1
→ 1.8	2.1	-0.4	-0.9	1.8	-25.4	-3.1	2.6	0.3
- COc1cccc(-c2ccc(SCC(=O)c3ccccc3)nn2)c1
→ 6.7	13.0	0.0	-16.6	0.2	-19.5	-9.8	-14.3	0.1
- OC1(c2cccc(C(F)(F)F)c2)CCNCC1
→ 2.5	2.9	0.1	-14.6	2.1	6.5	-12.2	-1.5	-0.5
- COC(=O)Cn1c(=O)n(CCc2ccccc2)c(=O)c2c3c(sc21)CCCC3
→ 4.4	2.8	-2.0	-15.3	-0.2	-15.3	-6.4	-31.2	-2.3
- O=C(CNc1ccc(F)cc1)c1ccccc1
→ 7.0	1.7	2.7	4.3	-1.1	-0.3	-4.4	-8.0	-2.0
- Cc1ccc(Cn2nnnc2CN2CCC(O)(c3ccccc3F)CC2)cc1
→ 6.0	-2.2	-2.3	-24.0	-1.3	6.9	-9.0	-2.5	-0.5
- CN(C)C(=O)c1c2c(nc3ccccc13)CCCC2
→ 7.4	-2.9	-2.8	-7.5	-1.8	1.6	-7.1	11.1	1.2
- O=C(c1ccccc1NS(=O)(=O)c1ccc(Br)s1)N1CCCC1
→ 4.1	2.7	-0.5	6.3	-0.3	4.7	-1.8	14.0	0.1
- CCOC(=O)c1c(-c2ccccc2)csc1NC(=O)CSc1nncs1
→ 3.2	-1.6	-3.3	0.2	3.3	2.1	-3.6	9.6	-0.8
- Cc1ccc(N2CC(C(=O)Nc3c(C)n(C)n(-c4ccccc4)c3=O)CC2=O)cc1 (configuration not stated)
→ 5.1	9.0	1.2	2.5	-0.1	1.9	-11.8	7.9	2.5
- CCOC(=O)c1c(C)[nH]c(C(=O)COC(=O)/C=C/c2ccc(OCC#N)c(OC)c2)c1C
→ 8.7	-5.4	-0.7	-7.0	9.2	-3.6	-5.6	-11.1	0.3
- COc1cc(NC(=O)Cn2c(=O)n(CC3CCCO3)c(=O)c3ccccc32)cc(OC)c1 (configuration not stated)
→ 1.2	-3.1	-0.4	-29.1	-1.8	5.3	-3.1	6.5	0.4
- Cc1ccc(NC(=S)NCC(C)C)cc1
→ 5.8	-0.9	1.3	-12.6	4.2	1.0	-7.5	-1.6	1.2
- CC1(C(=O)O)CCC(C(=O)Nc2ccc(S(N)(=O)=O)cc2)C1(C)C (configuration not stated)
→ 1.5	3.1	-1.1	2.8	-3.1	-9.8	-1.6	-16.0	1.1
- O=C(NCC1CCCO1)C1CCN(C2CCN(CCCC3CCCC3)CC2)CC1 (configuration not stated)
→ 13.3	7.6	-0.3	-5.2	1.3	-3.8	-6.2	-9.7	0.1
- CN(c1ccccc1)S(=O)(=O)c1cccc(NC(=O)Cn2cnc3c2c(=O)n(C)c(=O)n3C)c1
→ 5.8	-3.9	0.7	3.7	3.4	-5.9	-4.4	-9.5	0.1
- O=C(NCCc1ccccn1)C(F)(F)C(F)(F)C(F)(F)C(F)(F)C(F)(F)C(F)F
→ 3.8	-6.3	-5.4	-9.8	1.0	2.3	0.9	-1.6	0.6
- CCOC(=O)CC1=C(C(=O)OCC)C(c2ccncc2)C(C#N)=C(N)O1 (configuration not stated)
→ -2.1	-12.9	-1.4	11.4	4.8	-21.7	0.3	-24.7	-0.1
- CCN1C(=O)c2ccccc2Sc2ccc(C(=O)NCCCN3CCOCC3)cc21
→ 5.7	-2.4	-0.5	-13.4	-0.9	17.6	-7.4	35.1	0.4
- O=C(NCc1ccccc1Cl)NC(=O)c1ccccc1
→ -0.3	5.4	-1.2	-18.3	2.4	5.4	0.8	-3.3	-0.7
- COc1ccc(S(=O)(=O)NCC(=O)O)cc1C(=O)NC1CCCCC1
→ -1.6	-0.5	-1.3	4.2	-4.9	1.5	-3.9	10.0	0.1
- COc1ccc(CNC(=O)C2CCN(S(=O)(=O)c3cccc4cccnc34)CC2)cc1
→ 8.8	3.6	-1.4	3.2	-1.5	1.7	10.1	-16.7	-0.1
- CCOC(=O)c1ccc(CC(=O)c2oc3cc(O)ccc3c2C)o1
→ 7.6	1.2	7.0	-0.9	1.1	1.1	-3.2	-6.1	0.3
- O=C(O)c1ccccc1-c1nc(-c2ccccc2)c(-c2ccccc2)[nH]1
→ 5.8	-2.8	0.7	-13.4	-3.5	-0.6	-7.3	1.6	0.9
- CCOc1ccc(C(=O)NCCc2ccccc2)cc1
→ 3.6	-2.8	0.6	-12.6	-2.0	-9.1	-3.4	2.7	2.4
- CC(/C=C/c1ccccc1)=N\Nc1nc(-c2ccccc2)cs1
→ 5.2	8.9	-0.2	1.8	2.5	-9.8	-5.6	2.2	0.7
- O=C(c1ccc(S(=O)(=O)N2CCCCC2)cc1)N1CCCc2ccccc21
→ 4.5	0.6	-1.5	-11.8	-1.0	6.4	-11.4	0.4	2.5
- COc1ccc(Cl)cc1C(=O)NCC(C)C
→ 4.2	-2.8	-4.4	17.4	2.0	0.2	-8.3	-5.2	0.4
- O=C(Nc1nc2nccc(-c3ccccc3)n2n1)c1ccccc1
→ -2.8	nt	-0.2	-1.4	-3.2	-18.5	-2.1	-8.3	-0.1
- CC(NC(=O)COc1ccc(-c2nnco2)cc1)c1ccc(Cl)cc1Cl (configuration not stated)
→ 6.1	-0.9	-1.6	-5.8	1.9	10.5	-4.2	-1.1	1.1
- O=C(NCc1cccnc1)c1sc2cc(Cl)ccc2c1Cl
→ 9.8	-0.7	-7.1	-3.3	4.3	1.6	-4.8	19.0	-1.1
- CCOC(=O)C(CCCOc1ccccc1C)C(=O)OCC
→ -2.8	15.7	-1.8	-0.9	-2.5	-4.5	-10.8	4.1	-1.2
- O=C(CCCCCCCC(=O)NCC1CCCO1)NCC1CCCO1 (configuration not stated)
→ 10.2	1.0	0.0	-2.8	6.2	-8.9	0.8	-6.5	0.5
- O=C1C(C23CC4CC(CC(C4)C2)C3)C(=O)N(c2ccccc2)N1c1ccccc1
→ -1.5	-6.0	-1.9	-2.1	-0.6	-16.5	-6.0	9.1	-0.4
- O=C1CS/C(=N\c2ccccn2)N1C1CCCCC1
→ 95.6*	0.1	-1.4	-28.2	-2.0	-6.0	-2.9	8.6	-0.2
- Cc1ccccc1C(=O)Oc1ccc(Sc2ccc(O)cc2)cc1
→ -2.5	-0.4	1.5	-11.2	-1.8	0.1	-6.6	-7.9	-2.3
- COc1cccc(/C=N/NC(=O)C(C)n2nnc3ccccc32)c1 (configuration not stated)
→ 5.8	5.5	-1.6	-16.3	2.2	-12.4	-9.5	-2.8	2.0
- Cc1ccc(-n2cc(CN3CCNC(=O)CC3)c(-c3cccc(C)c3)n2)cc1
→ 0.4	1.3	-1.4	-13.7	-3.5	3.2	-4.4	11.1	-0.4
- O=C(NNC(=S)Nc1ccc(F)c(Cl)c1)C1CC1
→ 4.1	3.4	1.4	13.5	3.9	5.1	-1.4	-6.1	1.1
- O=C1C=C(Nc2ccc(Cl)cc2Cl)CC(c2ccco2)C1 (configuration not stated)
→ 46.8*	9.7	1.3	13.3	21.2	-25.2	1.3	4.5	-1.1
- C[C@H](NC(=O)c1nc[nH]c1C(=O)NCCCCCNC(=O)OC(C)(C)C)C(=O)OC(C)(C)C
→ 3.8	-2.5	-5.7	0.8	1.4	14.8	2.2	-1.7	-1.2

From PubChem BioAssay

An unsorted share of the library, and some 3.6% of all compounds hit somewhere here.
